# Compound activity deposited in PubChem by Center for Chemical Genomics, University of Michigan.
# Dicer inh: inhibitors of Dicer pre-microRNA processing, primary screen, biochemical, cat-ELCCA, chemiluminescence; Endoribonuclease Dicer (Homo sapiens), Q9UPY3; cat-ELCCA pre-miR-21 Dicer processing; stronger effect = higher value; z-score at 25 µM; 47,000 tested, 6% active; AID 1347074, 2019; in the data active = z-score above about 3, passing the limit was not always enough;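 also: plate controls were vehicle for no effect and no enzyme for full effect; higher signal means more uncleaved substrate so more Dicer inhibition; strong numbers were not always called active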
# Target sequence (Q9UPY3 whole entry, looked up): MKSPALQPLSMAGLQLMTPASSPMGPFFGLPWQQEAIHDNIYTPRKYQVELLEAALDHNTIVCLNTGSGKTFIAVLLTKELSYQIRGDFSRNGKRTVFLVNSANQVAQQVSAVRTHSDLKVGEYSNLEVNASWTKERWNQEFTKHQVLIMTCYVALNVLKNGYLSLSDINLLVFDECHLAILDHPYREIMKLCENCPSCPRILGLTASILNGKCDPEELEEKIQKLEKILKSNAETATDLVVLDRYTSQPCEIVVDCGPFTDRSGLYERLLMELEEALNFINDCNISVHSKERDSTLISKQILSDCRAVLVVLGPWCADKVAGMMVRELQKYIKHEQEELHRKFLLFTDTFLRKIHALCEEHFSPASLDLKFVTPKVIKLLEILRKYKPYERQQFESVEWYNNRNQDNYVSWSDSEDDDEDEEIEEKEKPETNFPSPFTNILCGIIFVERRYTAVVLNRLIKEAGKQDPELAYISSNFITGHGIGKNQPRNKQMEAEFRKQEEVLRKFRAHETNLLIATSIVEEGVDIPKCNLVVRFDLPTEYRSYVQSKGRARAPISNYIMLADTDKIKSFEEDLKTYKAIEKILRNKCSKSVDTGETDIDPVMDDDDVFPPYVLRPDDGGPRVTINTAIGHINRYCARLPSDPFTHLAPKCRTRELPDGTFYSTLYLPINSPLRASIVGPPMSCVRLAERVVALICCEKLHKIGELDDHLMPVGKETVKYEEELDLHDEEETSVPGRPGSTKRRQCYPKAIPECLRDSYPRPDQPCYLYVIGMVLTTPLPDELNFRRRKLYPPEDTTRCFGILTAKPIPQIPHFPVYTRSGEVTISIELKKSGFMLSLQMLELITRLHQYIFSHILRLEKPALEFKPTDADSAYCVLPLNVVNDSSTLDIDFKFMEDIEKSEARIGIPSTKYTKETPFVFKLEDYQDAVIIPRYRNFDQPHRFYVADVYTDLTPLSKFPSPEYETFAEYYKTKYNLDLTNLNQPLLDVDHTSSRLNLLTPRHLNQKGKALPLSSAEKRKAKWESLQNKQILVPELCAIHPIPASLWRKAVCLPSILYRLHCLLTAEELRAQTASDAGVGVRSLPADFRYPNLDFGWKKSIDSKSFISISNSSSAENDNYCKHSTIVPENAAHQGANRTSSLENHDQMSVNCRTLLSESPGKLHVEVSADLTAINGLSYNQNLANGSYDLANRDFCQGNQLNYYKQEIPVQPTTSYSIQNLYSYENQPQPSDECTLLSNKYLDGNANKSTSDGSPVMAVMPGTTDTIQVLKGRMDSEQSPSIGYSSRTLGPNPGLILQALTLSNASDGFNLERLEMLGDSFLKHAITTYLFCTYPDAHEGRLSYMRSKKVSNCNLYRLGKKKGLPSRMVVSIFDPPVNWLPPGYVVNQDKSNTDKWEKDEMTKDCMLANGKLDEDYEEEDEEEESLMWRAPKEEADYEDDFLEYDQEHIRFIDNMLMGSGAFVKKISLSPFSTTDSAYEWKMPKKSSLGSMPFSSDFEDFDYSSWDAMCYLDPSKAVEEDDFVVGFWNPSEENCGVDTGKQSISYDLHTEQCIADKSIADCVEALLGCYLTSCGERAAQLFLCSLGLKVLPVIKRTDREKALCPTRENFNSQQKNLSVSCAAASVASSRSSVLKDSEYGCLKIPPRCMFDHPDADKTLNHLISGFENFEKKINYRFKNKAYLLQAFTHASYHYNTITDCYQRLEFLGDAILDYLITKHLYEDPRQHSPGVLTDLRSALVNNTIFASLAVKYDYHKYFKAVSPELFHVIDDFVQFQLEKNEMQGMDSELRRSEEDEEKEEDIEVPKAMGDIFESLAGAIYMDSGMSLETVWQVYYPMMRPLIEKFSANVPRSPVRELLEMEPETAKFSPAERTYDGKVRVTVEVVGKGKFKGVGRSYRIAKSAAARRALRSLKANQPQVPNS
# Active calls of the source: *; & = joins results of further samples. A portion of the library, so the mix of outcomes need not match the whole.
compound | Dicer inh
O=C(CN1C(=O)c2ccccc2S1(=O)=O)NCCSc1ccccc1 | -0.39
Cc1ccc(O)c(N=Nc2ccccc2)n1 | -1.6
O=C(Nc1csc(-c2ccc(Cl)cc2)c1)c1cccnc1Oc1ccc(Cl)cc1 | -1.2
COc1ccc(N2CCN(Cc3nc4c(c(=O)n(C)c(=O)n4C)n3CC(=O)C(C)(C)C)CC2)cc1 | -2
O=c1nc2ccc(Cl)c3c2=c(/c1=C(\O)c1ccccc1)c1ccccc1c3=O | 0.37
Cc1ccc(C(=O)N2CCSC2=S)cc1 | 0.71
Cc1ccc(NC(=S)N2CCc3ccccc3C2)c(C)c1 | -0.1
Nc1ccn([C@@H]2O[C@H](CO)[C@@H](O)C2O)c(=O)n1 (stereo not given in full) | -0.29
O=C(O)CC12OC3C4C5CC(C6C5C3C61)C42 (stereo not given) | -1.1
Nc1nc(N2CCCCC2)ncc1S(=O)(=O)c1ccc(Cl)cc1 | 0.72
O=C(O)c1ccc(N2C(=O)C3CCCCC3C2=O)cc1Cl (stereo not given) | 0.81
COC(=O)c1sc(SC)c(S(=O)(=O)C(C)C)c1N/N=C(\C#N)S(=O)(=O)C(C)C | -1.1
CN(C)N1C(=O)c2cccc3c(Br)ccc(c23)C1=O | -0.08
CN=C(Nc1cc(C)c(C)cc1C)SC | -0.54
Cc1cc(S(=O)(=O)Oc2ccc(CC#N)cc2)c(C)cc1Cl | -0.77
Nc1nc(Nc2ccccc2)n(-c2ccccc2)c(=O)n1 | -2.9&1.7
O=C(Nc1ccccc1)N(Cc1ccccc1)c1cccc2ccccc12 | -2.8
CN(c1ccccc1C(=O)O)S(=O)(=O)c1ccc2[nH]c(=O)[nH]c2c1 | -2.1
CN(C)NC(=S)NCc1ccc(F)cc1 | 1.8
COc1cccc(-c2nn(-c3ncc(C(F)(F)F)cc3Cl)c(=O)o2)c1 | -1.5
COc1ccc(NS(=O)(=O)c2ccc(S(=O)(=O)c3ncc(C(F)(F)F)cc3Cl)s2)cc1 | -1.1
CCOc1cc(C2Nc3ccc4ncccc4c3C3=C2C(=O)CC(C)(C)C3)ccc1O (stereo not given) | -0.14
COC(=O)NC(=O)c1ccc(Oc2ccc(C(F)(F)F)cc2[N+](=O)[O-])cc1 | 2.6
CC(=O)n1c2ccccc2c2ccccc21 | 2.6
Cc1c(Cl)cccc1NC(=S)/N=C/N(C)C | 0.26
O=C(CN1C2=NCCCN2c2ccccc21)c1ccco1 | 1.2
CSc1nc(N/C=C(/C#N)C(=O)C2CC2)nc(N(C)C)n1 | -2.5
C=CCn1c(SCC(=O)Nc2c(C#N)cnn2-c2ccccc2)nnc1-c1ccco1 | 2
CCOC(=O)c1c(O)n(-c2ccccc2)c(=S)n(-c2ccccc2)c1=S | -1.6
COc1ccc2c(c1)c(CC(=O)OCC(=O)O)c(C)n2C(=O)c1ccc(Cl)cc1 | -0.62
CCN(CCC#N)C(=S)Nc1cc(C(F)(F)F)cc(C(F)(F)F)c1 | 0.14
CCCc1cnc(N2CCCN(C(=O)OC(C)(C)C)CC2)nc1 | -1.1
NS(=O)(=O)c1ccc(Oc2c(Cl)cccc2Cl)c([N+](=O)[O-])c1 | -1.2
Cc1cc(C)c(NC(=O)CS(=O)(=O)c2ccc(C(F)(F)F)cc2[N+](=O)[O-])c(C)c1 | -0.5
Cn1c(N2CCCCC2)nc2c1c(=O)n(Cc1ccccc1F)c(=O)n2C | -0.48
O=C(O)c1cccc2cccc(Sc3cccc4ccccc34)c12 | 0.88
NC(=S)Nc1c(Cl)cc(Cl)cc1Cl | -1.9
CCOC(=O)CN(C(=O)CSc1nc(C)cc(C)c1C#N)c1ccccc1 | -0.89
CS(=O)(=O)c1ccccc1C(=O)O | 0.26
COC(=O)NC1c2ccccc2Oc2ccccc21 | 1
CCCCN(CC)c1nc(C)nc2c1c(C)cn2-c1c(C)cc(C)cc1C | -1.4
Cn1c(=O)c2c(ncn2CC(=O)Nc2ccc(F)cc2)n(C)c1=O | 1.2
O=C(Nc1ccccc1)C1=NN(c2ccccc2)/C(=C2\C(=O)NN=C2c2ccccc2)S1 | 0.16
COC(=O)c1ccc(NC(C)=O)c(C(=O)OC)c1 | -1.5
COc1ccc(C2CC(=O)C3=C(C2)Nc2ccccc2NC3c2ccccc2OC)cc1OC (stereo not given) | 2.7
Cn1ncc(NC(=O)O/N=C/c2ccccc2)c1-n1cccc1 | -0.83
CCCOC(=O)C1=C(C)NC2=C(C(=O)CC(c3ccc(OC)cc3)C2)C1c1ccc(O)c(OCC)c1 (stereo not given) | 0.67
CCNC(=O)c1c(C)nc2ccccn12 | 0
Clc1ccccc1N/N=C/Cc1nnnn1-c1ccccc1 | 0.48
Cc1c2c(=O)[nH]ncc2c(-c2ccccc2)n1-c1ccc([N+](=O)[O-])cc1 | -0.76
Cc1csc2sc(C(=O)N3CCOCC3)c(C)c12 | -0.06
Cc1ccc2oc(NC(=O)N3CCOCC3)cc(=O)c2c1 | -0.18
CCOc1ccc(C(=O)CC2(O)C(=O)Nc3ccccc32)cc1 (stereo not given) | 3.4*
CN1C2CCC1CC(NC(=O)CS(=O)(=O)c1ccc(F)cc1F)C2 (stereo not given) | 0.46
CN(C)c1ccc(-c2n[nH]c(=O)c3ccccc23)cc1N | -0.19
C/C(=N\NC1=NCCN1Cc1ccccc1)c1ccccc1 | -0.14
Cc1ccc(C)c(OCCCC(C)(C)C(=O)O)c1 | -0.96
CC1c2ccsc2CCN1S(C)(=O)=O (stereo not given) | -0.25
Cc1ccc(S(=O)(=O)N(CC(O)Cn2nnc3ccccc32)c2ccccc2)cc1 (stereo not given) | -0.69
Cc1ccc(S(=O)(=O)N[C@@H](Cc2ccccc2)C(=O)CCl)cc1 | -0.72

# (list continues)
compound | Dicer inh
O=C(Cn1nnc2sc3c(c2c1=O)CCCC3)Nc1ccccc1F | 1.5
NC(=S)N/N=C1\CCCc2ccccc21 | 0.16
Clc1cnccn1 | -0.34
N#Cc1c(=O)c2ccccc2n2ccccc12 | -1.8
CCC(=O)Nc1cccc2c(NC(=O)CC)cccc12 | -1
O=[N+]([O-])c1ccc2cc(Br)c3ccccc3c2c1 | 2.4
CCN(CC)CCNC(=O)c1cc(S(C)(=O)=O)ccc1OC | -0.28
O=c1[nH]nc(-c2cc(C(F)(F)F)cc(C(F)(F)F)c2)c2ccccc12 | 0.15
O=C(CSC1=NCCS1)Nc1nccs1 | 4*
NNC(=O)c1cc(C(F)(F)F)cc(C(F)(F)F)c1 | 0.55
CC(C)c1ccc(NNC(N)=S)cc1 | 0.04
O=C1c2cccc3c(N4CCOCC4)ccc(c23)C(=O)N1c1ccc(Cl)cc1 | 0.35
CCOc1ccc2nc(C)cc(Nc3ccc(N(C)C)cc3)c2c1 | 4.5*
CCc1ccc(C2c3c(oc4ccccc4c3=O)C(=O)N2c2ccccn2)cc1 (stereo not given) | 2
c1ccc(NCc2ccc3c(c2)OCO3)cc1 | 1.4
Cc1ccc(-c2cc3ncc4c(n3n2)-c2ccccc2OC4)cc1 | -0.74
O=c1c(N2CCOCC2)nnc2sc3ccccc3n12 | 4.3*
Cc1ccc(-c2cc3nc(-c4cccnc4)cc(C(F)(F)F)n3n2)cc1 | -0.17
CN(C)CCCN1C(=O)C(=O)/C(=C(\O)c2ccc(F)cc2)C12C(=O)N(C)c1ccccc12 (stereo not given) | 2.5
CCOC(=O)c1c2c3c(cccc3n(C)c1=O)C(=O)c1ccccc1-2 | 0.42
COc1ccc(OC)c(C2Nc3ccc4ccccc4c3C3=C2C(=O)CCC3)c1 (stereo not given) | -0.86
Cc1cc(NC(=O)C(C)(C)Oc2ccc(Cl)cc2)no1 | 0.89
C=CCN=C(NNC(=O)c1c(C)nc2cc(C)ccn12)SCC(=O)OCC | -1.8
COc1cccc2c1NC(c1cccc(Br)c1)C1CC=CC21 (stereo not given) | 2
O=c1c2ccccc2[nH]c(=S)n1CCc1ccccc1 | -0.76
OC(c1ccccc1)(c1ccccc1)c1n[nH]c(=S)n1-c1ccc(F)cc1 | -0.6
O=C(CSc1n[nH]c(-c2ccncc2)n1)c1ccc(Cl)cc1 | -0.35
COc1ccc(NC(=O)NC(=O)CC#N)cc1 | 1.9
N#CCCCSc1ncccc1C(=O)O | -0.75
COc1ccc(C2Nn3c(C)nnc3SC2C(=O)N2CCOCC2)cc1Br (stereo not given) | 0.34
CC(C)Oc1ccc(C2N3CC4(C)CN2CC(C)(C3)C4O)cc1 (stereo not given) | -0.26
Nc1ccc(CCc2nc3ccccc3[nH]2)cc1 | 6.5*
O=C(Cn1cccc(C(F)(F)F)c1=O)c1ccccc1 | 4.3
Fc1cccc(Cl)c1CSC1=NCN(C2CC2)CN1 | -0.53
O=c1[nH]c(-c2cccc(Oc3ccccc3)c2)nc2ccccc12 | 0.35
Cc1cnn2c3c(cnc12)C(=O)c1ccccc1-3 | 0.42
CC1=C(C(=O)OCCc2ccccc2)C(c2ccc(F)c(F)c2)C2=C(CCCC2=O)N1 (stereo not given) | -0.12
O=C(O)c1ccc(Cn2ccc([N+](=O)[O-])n2)cc1 | 0.2
CCOC(=O)c1sc2nc(N3CCCCC3)c3c(c2c1N)CC(C)(C)OC3 | 1.1
O=C(O)CCSc1n[nH]c(=O)[nH]c1=O | 4.8*
CCOC(=O)c1c(NC(=O)c2cccs2)sc2c1CCCC2 | -1.1
CN(C)c1ccc(C2C(C#N)=C3N=C(N)c4ccccc4N3C3=C2C(=O)CCC3)cc1 (stereo not given) | 3.4*
Cc1cc(NC(=O)c2sc3ccccc3c2Cl)cc(-c2nc3ncccc3o2)c1O | 1.7
O=C(CCc1nc2ccccc2[nH]c1=O)OCc1cccc(Cl)c1 | 2.1
CC(=O)/C(=C\Nc1ncccn1)S(=O)(=O)c1ccc(Cl)cc1 | -1.7
O=S(=O)(/N=C/c1ccccc1O)c1ccc(N=Cc2ccccc2O)cc1 | -0.95
O=C(Nc1ccc(N2CCOCC2)cc1)c1ccco1 | -0.66
C=CCOc1ccc(C2N3CC4(C)CN2CC(C)(C3)C4)cc1 (stereo not given) | 2.5
O=c1ccccn1CCOc1ccc(Cl)cc1 | 1
N#Cc1cnc2c(-c3ccc(Cl)cc3)cnn2c1N | 0.25
CC(C)N(CCC#N)C(=S)Nc1ccc(S(=O)(=O)N2CCCCC2)cc1 | -0.57
CCOC(=O)c1c(C)nn(-c2ccc(NS(=O)(=O)c3c(C)noc3C)cc2)c1C | -0.11
O=C(NC1CC1)c1cc2n(n1)C(C(F)(F)F)CC(c1ccco1)N2 (stereo not given) | -0.56
ONC(=Nc1ccccc1F)c1cccnc1 | -0.61
O=C(CSc1ncnc2sc3c(c12)CCCC3)Nc1ccc2c(c1)OCCO2 | -0.51
CC(C)c1ccc(N(CCc2ccccn2)C(=O)C(C)(C)C)cc1 | -0.91
CC(=O)OCc1ccccc1Sc1ccccc1C(=O)NCc1ccccc1 | -2.6
COc1ccc(Cc2nc(-c3ccc(-n4cccc4)cc3)no2)cc1 | 0.09
CCOC(=O)C1=C(C)NC2=C(C(=O)CCC2)C1c1ccccc1N1CCC(C(=O)OCC)CC1 (stereo not given) | -0.16
CC(=O)C1=C(O)c2cc(Cl)c(Cl)cc2C1=O | 0.16

# Further records follow:
compound | Dicer inh
CN(C)CCNc1oc(-c2ccc(F)cc2)nc1C#N | 0.39
O=C(O)c1ccccc1C(=O)Nc1ncccc1OCc1ccc(Cl)c(Cl)c1 | -0.62
Cc1ccc(N2CC(O)=C(c3nc4ccccc4c(=O)[nH]3)C2=N)c(C)c1 | -0.23
CCOC(=O)c1cn(Cc2ccc(Cl)cc2Cl)c2cc(C)nn2c1=O | 1.5
c1ccc2oc(NC3=NCN(C4CCCCC4)CN3)nc2c1 | -0.83
Cc1nn(C)cc1CNC(=O)c1nn2c(C(F)(F)F)cc(-c3cccs3)nc2c1Br | -0.17
Cc1ccc(C)n1-c1sc2c(c1C(=O)NNC(=O)c1ccc(Cl)cc1)CCCC2 | -0.47
CCN(CC)C(=O)/C(C#N)=C/c1cc(O)c(O)c([N+](=O)[O-])c1 | 3.8*
N/C(=N\C(=O)N1CCOCC1)c1ccccc1 | -0.12
CCn1c2c(c(=O)[nH]c1=O)C(c1ccccc1C)C1=C(N2)c2ccccc2C1=O (stereo not given) | 1.5
Cc1cc(C)c(S(=O)(=O)N2CC(C)OC(C)C2)c(C)c1 (stereo not given) | 0.01
O=C(O)c1ccc(COCOCc2ccc(C(=O)O)o2)o1 | 1.6
Cn1c(=O)n(Cc2ccc(Cl)cc2)c2ccccc21 | 0.9
CC(C(=O)c1ccc(-c2ccccc2F)cc1)N1CCN(c2ccc(C#N)cc2)CC1 (stereo not given) | 0.28
Cc1c(O)nc(SCC(=O)N2CCc3ccccc32)n(-c2ccccc2)c1=O | 0.01
CCOC(=O)C(NCCc1ccccc1)(NC(C)=O)C(F)(F)F (stereo not given) | 0.6
N#CC1=C(O)Cn2c1nc(=O)c1ccccc12 | 0.08
CC(C)(C)SCCNC(=O)CN1C(=O)c2ccccc2S1(=O)=O | -1.2

# Three compounds out of the list, sorted by SMILES length, low to high.
compound | Dicer inh
CN(C)NC(=S)NCc1ccc(F)cc1 | 1.8
O=C(O)CCSc1n[nH]c(=O)[nH]c1=O | 4.8*
CC(C)Oc1ccc(C2N3CC4(C)CN2CC(C)(C3)C4O)cc1 (stereo not given) | -0.26

# Of the compounds above, five contain a furan ring, fused or not.
compound | Dicer inh
O=C(CN1C2=NCCCN2c2ccccc21)c1ccco1 | 1.2
C=CCn1c(SCC(=O)Nc2c(C#N)cnn2-c2ccccc2)nnc1-c1ccco1 | 2
O=C(Nc1ccc(N2CCOCC2)cc1)c1ccco1 | -0.66
O=C(NC1CC1)c1cc2n(n1)C(C(F)(F)F)CC(c1ccco1)N2 (stereo not given) | -0.56
O=C(O)c1ccc(COCOCc2ccc(C(=O)O)o2)o1 | 1.6
